Screening data deposited in PubChem BioAssay by National Center for Advancing Translational Sciences (NCATS).
TrxR1 inh = inhibitors of rat thioredoxin reductase 1; AID 588453; actives 1% (n = 390,000); O89049; Potency, µM (series often up to 114 µM), inactives show top-dose activity change, negative = inhibition, actives largely listed as inhibitors; recombinant rTrxR1, NADPH fluorescence consumption, selenite substrate; further: on the % scale 0 is the no-effect control and ±100 the full control effect; nearly all actives have a fitted effect of over 65% in size
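Rat TrxR1 (90 nM in the dispensed reagent) was pre-reduced with 400 uM NADPH for 5 min at room temperature, then incubated with compound for 15 min. After 400 uM selenite was added, NADPH fluorescence (Ex 340/Em 450 nm) was followed for 8 min.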
Pin1 inhibitor = blocks the human prolyl isomerase Pin1; Q13526; Pin1 FP peptide displacement, HiFluor488, 10 min; Potency, µM (titrated, usually from 115 µM), without a hit: top-dose activity, negative = inhibition, most hits filed as inhibitors; actives 0.009% (n = 390,000); active means well fitted inhibition curve with a large enough effect in the polarisation, with a control signal flat, not every such curve was filed as active; inconclusive means small, poorly fitted or top-dose-only effect, or effect the other way, or a change in a side signal; inactive means no such curve, though single readings can be large or run the other way; the % refers to the polarisation; further: on the % scale 0 is the no-effect control and ±100 the full control effect
Target sequence (Q13526 whole entry, looked up): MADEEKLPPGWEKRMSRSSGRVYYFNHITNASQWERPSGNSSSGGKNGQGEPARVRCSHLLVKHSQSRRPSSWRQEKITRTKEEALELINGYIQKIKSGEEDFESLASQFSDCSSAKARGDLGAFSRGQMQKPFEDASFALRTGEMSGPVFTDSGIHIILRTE
JMJD2A Tudor = blocks the human JMJD2A Tudor domain; actives 4.4% (n = 390,000); O75164; Potency, µM (doses to about 114 µM), inactives show at the top dose activity change, negative = inhibition, actives largely listed as inhibitors; AlphaScreen JMJD2A-Tudor / H3K4me3 peptide binding; further: on the % scale 0 is the no-effect control and ±100 the full control effect; nearly all actives have a fitted effect of over 50% in size
Tb PGK inh = inhibitors of T. brucei phosphoglycerate kinase | P07378 | PGK/GAPDH coupled, Kinase-Glo luminescence, 60 min | Potency, µM (top dose mostly 57.5 µM), inactives show at the highest dose activity change, negative = inhibition, actives largely listed as inhibitors | actives 0.043% (n = 380,000) | AID 602233; further: on the % scale 0 is the no-effect control and ±100 the full control effect; nearly all actives have a fitted effect of over 60% in size
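Luminescent ATP detection (Kinase-Glo Plus) follows a 60-minute room-temperature incubation, with wells lacking PGK as controls. Buffer: 100 mM TEA (pH 7.6), 5 mM MgCl2, 0.01% Tween-20. Coupling enzyme GAPDH (100 nM final) supplies unstable 1,3-BPG in-well.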
ERG-DNA inh = ERG Ets/DNA interaction inhibition | P11308 | fluorescence polarization, His-ERG Ets domain / labelled DNA | actives 0.028% (n = 370,000) | Potency, µM (highest dose often 76.9 µM), for the others: top-dose FP activity, negative = inhibition, most hits filed as inhibitors; active means well fitted inhibition curve with a large enough effect in the polarisation, with a control signal flat; inconclusive means small, poorly fitted or top-dose-only effect, or effect the other way, or a change in a side signal; inactive means no such curve, though single readings can be large or run the other way; the % refers to the polarisation;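 further: polarization taken with two DNA probes labelled with fluorescein and Texas red; % of control where 0% means no effect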
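His-tagged ERG Ets domain (1 uM in the protein solution; 300mM KCl, 50mM Tris-HCl, 1mM EDTA, 1mM DTT, pH 7.5) received compound, then a probe mix of 5 nM fluorescein-DNA and 100nM Texas-615-DNA. Fluorescence polarization was read for both dyes.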
ALOX12 inh = ALOX12 (human) lipoxygenase inhibition. P18054. purified 12hLO, xylenol orange hydroperoxide absorbance. Potency, µM (top dose mostly 108 µM), inactives show top-dose activity change, negative = inhibition, hits mostly inhibitors. actives 1.1% (n = 580,000); further: on the % scale 0 is the no-effect control and ±100 the full control effect
Target sequence (P18054 whole entry, looked up): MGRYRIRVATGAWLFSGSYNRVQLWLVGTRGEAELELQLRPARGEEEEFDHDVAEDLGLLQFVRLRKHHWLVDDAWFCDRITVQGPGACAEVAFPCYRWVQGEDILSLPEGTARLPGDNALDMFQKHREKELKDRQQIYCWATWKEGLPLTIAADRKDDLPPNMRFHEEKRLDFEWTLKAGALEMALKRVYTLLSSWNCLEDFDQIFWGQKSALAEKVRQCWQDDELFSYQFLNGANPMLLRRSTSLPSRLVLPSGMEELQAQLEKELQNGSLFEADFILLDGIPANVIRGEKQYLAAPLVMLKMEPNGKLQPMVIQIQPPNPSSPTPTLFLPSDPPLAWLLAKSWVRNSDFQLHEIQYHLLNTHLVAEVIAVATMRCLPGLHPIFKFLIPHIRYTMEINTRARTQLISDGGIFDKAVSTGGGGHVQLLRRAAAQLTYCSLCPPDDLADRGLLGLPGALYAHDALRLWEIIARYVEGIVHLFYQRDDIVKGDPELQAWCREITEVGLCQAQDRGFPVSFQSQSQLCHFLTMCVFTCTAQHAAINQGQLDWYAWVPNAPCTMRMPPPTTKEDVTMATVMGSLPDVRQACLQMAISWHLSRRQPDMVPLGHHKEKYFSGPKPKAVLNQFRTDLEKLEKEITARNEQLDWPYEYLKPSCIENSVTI
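Purified human 12hLO (150 nM final) in 25 mM Hepes, 0.01% Triton X-100, pH 7.0 was preincubated 15 min at room temperature with compound. Then 40 uM arachidonic acid was added, 30 min. Hydroperoxide was read by Fe-XO absorbance ratio 573/405 nm.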
RGS4 inh = blocks human RGS4-accelerated GTP hydrolysis | Transcreener GDP fluorescence polarization, RGS4-accelerated GTP hydrolysis | P49798 | AID 504845 | Potency, µM (doses to about 114 µM), for inactives: top-dose activity change, negative = inhibition, actives largely listed as inhibitors | actives 0.039% (n = 390,000); further: on the % scale 0 is the no-effect control and ±100 the full control effect; nearly all actives have a fitted effect of over 75% in size; some results filed as inactive show a strong effect at the top dose
Target sequence (P49798 whole entry, looked up): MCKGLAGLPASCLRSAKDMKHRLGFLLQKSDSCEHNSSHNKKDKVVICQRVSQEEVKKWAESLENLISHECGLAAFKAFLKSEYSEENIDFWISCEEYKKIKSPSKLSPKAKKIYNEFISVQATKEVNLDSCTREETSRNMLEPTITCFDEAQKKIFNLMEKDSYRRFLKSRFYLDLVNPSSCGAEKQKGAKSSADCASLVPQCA
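MLSMR compounds (23 nl, pin-transferred) preincubated 10 min at room temperature with a 500nM (2x) first reagent, then RGS4 at 900nM (2x) plus Transcreener GDP mix added; fluorescence polarization (620/688 nm) read before and after 90 min at 30 °C.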
GLS inhibitor = glutaminase GLS (human) inhibition; O94925; actives 0.21% (n = 410,000); GLS enzymatic activity, qHTS titration; Potency, µM (titrated, usually from 45.5 µM), inactives show top-dose activity change, negative = inhibition, hits mostly inhibitors; AID 624170; further: on the % scale 0 is the no-effect control and ±100 the full control effect
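hKGA in 45 mM KH2PO4 pH 8.2, 0.02% Tween-20 with pin-transferred compounds; 1 mM L-glutamine (stock) plus glutamate oxidase/HRP/Amplex Red coupling added. Fluorescence read initially and after 30 min at RT.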
HP1b chromo inh = HP1-beta chromodomain-methylated histone interaction inhibition. P83916. AlphaScreen HP1-beta / biotin-H3K9me3 peptide binding. Potency, µM (titrated, usually from 114 µM), for the others: top-dose activity change, negative = inhibition, most hits filed as inhibitors. actives 0.56% (n = 390,000). AID 540317; further: nearly all actives have a fitted effect of over 70% in size; inactives centre near 23
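AlphaScreen: HP1-beta (50 nM) preformed 30 min with biotin-H3(1-18)K9me3 peptide (50 nM) in PBS pH 7.4, 0.01% Tween-20. Compound added for 30 min at RT, then streptavidin donor/nickel chelate acceptor beads (10 ug/mL) for 30 min.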
Starred values were filed as active, the others as inactive; i = inactive; ? = inconclusive; . = no result given; & = joins results of further samples; ! = repeats disagree; [ ] = another dose, or the depositor's remark. Unless noted, the call rests on the fitted dose curve; in most records, active means well fitted curve in the direction sought with a large enough effect; inconclusive means small, poorly fitted or top-dose-only effect, or another doubt; inactive means no such curve, though single readings can be large; an effect the other way counts as inactive or inconclusive. Potency means the concentration at half of the fitted maximal effect. This is a subset. The share of hits here may be higher or lower than overall.

#	SMILES	TrxR1 inh	Pin1 inhibitor	JMJD2A Tudor	Tb PGK inh	ERG-DNA inh	ALOX12 inh	RGS4 inh	GLS inhibitor	HP1b chromo inh
1	CCOc1ccc(NC(=O)c2ccc3c(SCC(=O)O)c4c(nc3c2)CCCC4)cc1	-6%[57.1 µM]	-5%&2%	-9%&-20%	-1%&6%	1%&-4%	-14%&-24%	20%&1%	5%&5%	20%&17%
2	O=S(=O)(c1ccc2ccccc2c1)N1CCN(C(=S)Nc2ccc(F)cc2)CC1	-3%	19%	-21%	-3%	11%	?	-37%	-9%	24%
3	CCOC(=O)c1c(C)c(C(=O)NCc2ccco2)c(C)n1Cc1ccccc1	-25%	1%	35µM*	-5%	9%	?	-43%	-15%	-31%
4	O=c1[nH]n(-c2ccccc2Cl)c(=O)c2ccccc12	8%	1%	-4%	-10%	-5%	6%	-3%	0%	25%
5	CCCCNC(=O)N(O)C1N(/N=C/c2cccnc2)C(=S)SC1(C)C (stereo unspecified)	6%	-7%	3%	-1%	13%	13%	2%	22%	7%
6	COc1ccc(OC)c(NC(=O)CSc2nnc(CNC(=O)COc3ccc(Cl)cc3)o2)c1	-10%	-16%	-12%	-2%	6%	13%	0%	3%	-3%
7	CC(C)(C#N)NC(=O)C(=O)c1c(-c2ccccc2)cc2ccccn12	15%	3%	-22%	i	14%	-29%	-11%	-1%	14%
8	Cc1ccc(C(=O)Nc2ccccc2N2CCCC2)s1	-29%	?	-23%	-2%	-1%	?	-16%	-25%	36%
9	Cc1ccc2c(Cl)cc(Cl)c(OCc3c(C)noc3C)c2n1	12%[57.1 µM]	-1%	12%	-7%	-21%	363%[activator]	13%	-11%	52%
10	N#Cc1c(N)nc(Sc2ccc(Cl)cc2)c(C#N)c1-c1ccccc1Cl	11%[57.1 µM]	?	0%	-3%	16%	16%	-14%	-10%	26%
11	CCc1cccc(CC)c1NC(=O)CSc1nc2ccc(N3C(=O)C4C5C=CC(C5)C4C3=O)cc2s1 (stereo unspecified)	9%[57.1 µM]	21%	-2%[57.1 µM]	-10%	-2%	-2%	10%[11.4 µM]	-3%	15%
12	CN1CCN(CC(=O)Nc2cc(N(C)C)nc3ccccc23)CC1	7%[57.1 µM]	11%	-17%	i	5%	1%	12%	4%	32%
13	CC(=O)Nc1ccc(-c2csc(NC(=O)C3CCN(S(=O)(=O)c4cccs4)CC3)n2)cc1	-10%	7%	-20%	i	.	4%	-52%	-2%	4%
14	COc1ccccc1NC(=O)Cn1c(=O)oc2cc(S(=O)(=O)NCc3ccccc3)ccc21	14%	-9%	-3%	0%	0%	-17%	6%	2%	47%[activator]
15	CC1CCc2c(sc3nc(CN4CCOCC4)nc(N4CCc5ccccc5C4)c23)C1 (stereo unspecified)	-6%	67%[activator]	?	0%	-21%	0%	-33%	-4%	-10%
16	COc1cccc(C(=O)Nc2ccc(C3CC3(Cl)Cl)cc2)c1 (stereo unspecified)	13%	-6%	1%	-17%	-1%	-19%	4%	-1%	35%
17	CC(C)n1c(SCC(=O)Nc2ccc(N3CCOCC3)cc2)nnc1-c1ccco1	11%[57.1 µM]	-13%	32µM*	-3%	5%	9%	-10%	4%	31%
18	CCc1ccccc1NC(=S)NCCSc1ccc(Cl)cc1	8%[57.1 µM]	0%	-29%	-3%	3%	50µM*	-14%	6%	1%
19	CCC(Sc1nncn2c1cc1oc(C)cc12)C(=O)Nc1ccc(F)cc1 (stereo unspecified)	7%	15%	-2%	.	4%	4%	0%	-1%	18%
20	CCC(NC(C)C)C(O)c1ccc(O)c(O)c1 (stereo unspecified)	?	-15%	?	1%	-8%	10µM*!	?	11%	7%
21	Cc1cccc(COc2ccc(/C=N/NC(=O)c3nnn(-c4nonc4N)c3C)cc2)c1	18%[57.1 µM]	-6%	?	-6%	-4%	13%	-66%[56.9 µM]	18%	17%
22	COc1ccc(Cl)cc1C(=O)N1CCN(Cc2ccc3c(c2)OCO3)CC1	18%	0%	3%	-5%	-15%	-10%	-28%	-6%	26%
23	CCN(CC(=O)Nc1c(F)cccc1F)C(=O)/C=C/c1ccc2c(c1)OCO2	-3%[57.1 µM]	0%	-6%	-3%	-1%	-17%	24%	3%	33%
24	CNS(=O)(=O)c1cnccc1N1CCN(c2cccc(Cl)c2)CC1	10%[57.1 µM]	-7%	-15%	-5%	-4%	-30%	22%	17%	11%
25	O=C(Nc1nnc(SCC(=O)N2CCOCC2)s1)c1ccccc1	?	0%	?	-2%	-3%	-17%	-40%	-8%	31%
26	CCN=C(NCC)SC1CC(=O)N(c2ccc(OCC)cc2)C1=O (stereo unspecified)	15%	0%	-17%	0%	-2%	245%[activator]	24%	2%	24%
27	Cc1ccc(C2CC2/C(=N/O)c2ccc(F)cc2)cc1 (stereo unspecified)	-9%[11.4 µM]	-1%	-5%	-3%	0%	?	-6%	-3%	-1%
28	COc1ccccc1NC(=O)c1nn(C)cc1Br	8%[57.1 µM]	2%	9%	i	0%	4%	-1%	1%	42%[activator]
29	Cc1cccc(OCCCC(=O)NNC(=O)CCN2CCN(c3ccccc3)CC2)c1	20%	3%	-20%	7%	5%	0%	0%	1%	18%
30	CC12CCC3(CC1CCC1OC12)OCCO3 (stereo unspecified)	10%[11.4 µM]	-9%	-13%	i	-1%	-18%	1%	2%	10%
31	Cc1ccc(NC(=O)C(Cc2ccccc2)NS(=O)(=O)c2ccc3c(c2)c(=O)n(C)c(=O)n3C)c(C)c1 (stereo unspecified)	29%	-1%	-12%	-6%	-2%	-18%	-14%	-5%	22%
32	Cc1cc(C=O)c(C)n1-c1ccc(NC2CCCC2)c([N+](=O)[O-])c1	10%	8%	20µM*	5%	-2%	7%	9%	-1%	32µM*
33	O=C(NCc1ccc(F)cc1)Nc1cccc([N+](=O)[O-])c1	4%	15%	-4%	i	3%	6%	-30%	-1%	19%
34	Cc1cc(C)n2nc(SCC(=O)N(CCC#N)c3ccccc3F)nc2n1	-1%	7%	6%	3%	3%	15%	-9%	1%	47%
35	COc1ccc(C(=O)CCc2ccccc2)cc1	24%	-13%	139%[activator]	-14%	-4%	0%	-11%	0%	175%[activator]
36	CC(C)OC(=O)C(C)Oc1ccc(C(=O)NCCc2ccccc2)cc1 (stereo unspecified)	30%[57.1 µM]	-11%	-24%	-3%	7%	0%	-8%	12%	8%
37	Cc1ccc2nc(SCC(=O)O)nc(C)c2c1	-25%	-1%	-13%	.	.	14%	10%	3%	24%
38	O=C(CSc1nc(=O)n2ccccc2n1)N1N=C(c2cccs2)CC1c1ccc(F)cc1 (stereo unspecified)	-22%	26%	-27%	i	-3%	3%	-36%	-12%	21%
39	CCOC(=O)c1ccccc1NC1(c2ccc(OC)cc2)C(=O)c2ccccc2C1=O	10%	?	-34%	-2%	3%	-5%	-12%	0%	-8%
40	O=C(Cn1cccc1C(=O)c1ccccc1)NCc1ccc2c(c1)OCO2	32%[activator][57.1 µM]	-8%	-3%	-3%	-13%	0%	-4%	9%	3%
41	NS(=O)(=O)c1ccc(CNC(=O)c2ccc3c(=O)n4c(nc3c2)CCC4)cc1	-8%	?	-13%	3%	7%	?	22%	4%	32%
42	Cc1cc(OC(C)C(=O)NC2CCN(Cc3ccccc3)CC2)c2c(C)cc(=O)oc2c1 (stereo unspecified)	21%[57.1 µM]	7%	-26%	-1%	9%	.	-30%[56.9 µM]	-8%	14%
43	COc1ccc(NC(=O)CS(=O)(=O)c2cn(CC(=O)N(C(C)C)C(C)C)c3ccccc23)c(OC)c1	-8%	-1%	-12%	2%	8%	1%	26%	0%	18%
44	CC(=O)Nc1cccc(NC(=O)Nc2ccc(C(C)=O)cc2)c1	1%	-2%	-4%	-6%	-7%	-1%	-6%	6%	38%
45	CCOc1ccc(N2CSC3=C(C#N)C(c4ccco4)CC(=O)N3C2)cc1 (stereo unspecified)	9%	-2%	-8%	-3%	8%	?	-19%	0%	4%
46	OC(COCc1ccccc1)CN1CCN(c2ccccc2F)CC1 (stereo unspecified)	-5%	-4%	-2%	-2%	-3%	?	-29%	.	28%
47	COc1ccc(S(=O)(=O)N2CCC(Cc3ccccc3)CC2)cc1NC(C)=O	11%	-1%	-11%	-10%	-4%	12%	-3%	1%	48%[activator]
48	O=C(CN1C2=NCCN2c2ccccc21)c1ccc2c(c1)OCO2	3%	-1%	-17%	4%	.	6%	-5%	-5%	55%[activator]
49	C/C(=N\NC(=O)C(O)c1ccccc1)c1ccc(Cl)s1 (stereo unspecified)	21%	2%	-5%	6%	-6%	-10%	-9%	-3%	45%[activator]
50	COC(=O)c1cccc(S(=O)(=O)N(Cc2ccco2)Cc2cc3cc(OC)ccc3[nH]c2=O)c1	?	23%	-24%	-9%	6%	-50%	-46%	0%	12%
51	COCCNC(=O)c1cc2nc(-c3ccccc3)cc(C)n2n1	5%[57.1 µM]	-1%	-10%	3%	-8%	-51%	-8%	-1%	16%
